# High-throughput results (PubChem)
# Smad3 inh = blocks human Smad3 binding to FoxH1 peptide; 88,000 compounds, 0.29% hits; P84022; inhibition, % at 25 µM; TR-FRET Smad3/Dy647-FoxH1 peptide binding, europium anti-His; AID 630;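 active = compounds that reduce the energy-transfer binding signal between the protein and its labelled peptide by more than half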;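 also: 0% = Smad3 plus labelled peptide maximal FRET and 100% = peptide-only background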
# Target sequence (P84022 whole entry, looked up): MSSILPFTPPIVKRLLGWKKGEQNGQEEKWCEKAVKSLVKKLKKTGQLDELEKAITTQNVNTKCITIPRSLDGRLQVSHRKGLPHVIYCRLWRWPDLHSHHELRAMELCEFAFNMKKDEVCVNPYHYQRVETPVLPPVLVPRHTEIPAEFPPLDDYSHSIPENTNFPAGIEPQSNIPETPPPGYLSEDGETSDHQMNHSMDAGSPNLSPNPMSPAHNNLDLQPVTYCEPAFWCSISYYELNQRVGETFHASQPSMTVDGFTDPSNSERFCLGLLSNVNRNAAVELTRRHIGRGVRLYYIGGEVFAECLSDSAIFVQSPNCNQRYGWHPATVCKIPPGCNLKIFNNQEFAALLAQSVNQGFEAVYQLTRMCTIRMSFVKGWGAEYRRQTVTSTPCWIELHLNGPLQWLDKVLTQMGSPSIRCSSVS
# PTPN22 inh 2 = inhibitors of human LYP (PTPN22) phosphatase. AID 640. inhibition, % at 2 µM. recombinant LYP catalytic domain, DiFMUP fluorescence. 96,000 compounds, 0.21% hits. Q9Y2R2;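 active = inhibition at 2 µM at or above a set limit, the screen mean plus 3 SD, cut at about 24% in these data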;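 also: 0% = DMSO with enzyme and 100% = enzyme fully blocked by orthovanadate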
# MT1-MMP txn act = MT1-MMP promoter transcription activation | HT1080 MT1-MMP promoter luciferase reporter, luminescence, overnight; stronger effect = higher value | activation factor at 10 µM | 86,000 compounds, 0.16% hits;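 active = activation factor of at least 2 for MT1-MMP transcription at 10 µM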
# VCAM1 TNFa inh = reduces TNF alpha induced VCAM1 expression in HUVEC | 95,000 compounds, 0.48% hits | HUVEC TNFa-induced VCAM-1 immunofluorescence, high-content imaging | inhibition, % at 2 µM | AID 802;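 active = inhibition above the batch mean plus 3 SD, with images confirmed as a hit by eye, cut at about 37% in these data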;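 also: 0% = TNF-stimulated DMSO wells and 100% = unstimulated control wells; not every result past the cut was called active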
# IL1B cytotox = toxic to HUVEC cells under IL-1B stimulation | HUVEC cell count loss, Hoechst imaging, IL-1B stimulated | 94,000 compounds, 0.41% hits | cell count reduction, % at 2 µM;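 active = cell count reduction more than 3 SD above the screen-wide mean, cut at about 70% in these data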;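 also: normalized per plate to untreated control cells as the no-loss baseline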
# F-actin modifier = cytoskeleton assembly modification; AID 836; HUVEC TNFa F-actin phalloidin imaging, high content; inhibition, % at 2 µM; 91,000 compounds, 0.18% hits;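 active = inhibition above the batch mean plus 3 SD and confirmed as a hit by visual image inspection, cut at about 30% in these data, passing the limit was not always enough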; also: strong numbers were not always called active
# Calb biofilm kill = kills Candida albicans biofilms | C. albicans biofilm + clotrimazole, Alamar Blue | inhibition, % at 6 µM | 85,000 compounds, 0.14% hits | AID 834;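 active = inhibition above 20%; inactive = inhibition below 20%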;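 also: preformed 24 hr biofilms exposed to compound for 48 hr; 0% = biofilm without compound and 100% = blank killed by clotrimazole plus chlorhexidine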
# TNFa cytotox = HUVEC cytotoxicity counter-screen, TNF alpha stimulated. HUVEC TNFalpha-stimulated, Hoechst cell count, imaging. cell count reduction, % at 2 µM. 93,000 compounds, 0.17% hits. AID 848;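 active = cell count reduction exceeding the screen mean by over 5 SD, scaled to untreated wells per plate, cut at about 78% in these data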;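 also: cells counted after 24 h of TNF alpha exposure following the 1 h pretreatment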
# DAT uptake mod = human DAT dopamine uptake with cocaine, either direction; Q01959; LLC-PK1 hDAT cells, [14C]-dopamine uptake with cocaine IC80; actives deviate in either direction; B-score at 10 µM; 110,000 compounds, 1.3% hits; AID 449768;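 active = Z score or B-score, a plate-position-corrected score, falls beyond the plate's 99.7% confidence bounds, in either direction; inactive = both scores lie inside the 99.7% bounds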;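 also: scored against the spread of the other compound wells on the same plate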
# Target sequence (Q01959 whole entry, looked up): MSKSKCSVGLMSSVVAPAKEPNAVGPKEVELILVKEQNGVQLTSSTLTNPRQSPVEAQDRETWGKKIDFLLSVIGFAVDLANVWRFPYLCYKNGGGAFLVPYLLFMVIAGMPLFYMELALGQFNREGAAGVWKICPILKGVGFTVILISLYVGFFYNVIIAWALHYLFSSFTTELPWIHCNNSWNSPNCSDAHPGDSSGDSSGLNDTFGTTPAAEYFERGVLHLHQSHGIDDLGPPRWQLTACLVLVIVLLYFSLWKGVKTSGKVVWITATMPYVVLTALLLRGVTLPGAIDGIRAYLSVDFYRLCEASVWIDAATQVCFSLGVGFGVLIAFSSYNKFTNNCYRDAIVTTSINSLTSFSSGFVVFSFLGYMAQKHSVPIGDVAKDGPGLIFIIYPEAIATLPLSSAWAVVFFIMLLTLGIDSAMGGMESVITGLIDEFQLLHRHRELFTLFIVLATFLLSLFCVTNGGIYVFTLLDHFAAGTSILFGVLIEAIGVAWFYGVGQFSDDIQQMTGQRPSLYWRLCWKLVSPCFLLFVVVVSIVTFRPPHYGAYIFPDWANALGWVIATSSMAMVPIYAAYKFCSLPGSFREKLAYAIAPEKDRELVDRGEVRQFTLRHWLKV
# An asterisk follows results filed as active; nt = not tested or not shown; [ ] = remark or other dose.
SMILES,Smad3 inh,PTPN22 inh 2,MT1-MMP txn act,VCAM1 TNFa inh,IL1B cytotox,F-actin modifier,Calb biofilm kill,TNFa cytotox,DAT uptake mod
CN(C)C(=O)C1OC(C)(C)OC1C(=O)N(C)C (stereo unspecified),6,4,0.9,-4,-18,-5,-7,0,-0.43
CC(C)CNC(=O)C1CCN(c2ccc(S(=O)(=O)N3CCOCC3)cc2Cl)CC1,2,nt,1,nt,nt,nt,12,nt,-0.21
CCOc1ccc(NCc2nnc(SCC(=O)Nc3cc(C)on3)n2-c2ccccc2OC)cc1,1,-12,1,8,-9,8,8,1,1.9
O=C(c1cc(-c2ccccc2)nc2ccccc12)N1CCN(c2ccccn2)CC1,-4,-5,1.2,19,1,1,6,-13,0.39
CC1=CC(C)(C)N(C(=O)CSc2nncn2C)c2ccccc21,-9,-7,1.3,-11,-21,-25,2,9,0.86
CCCCOCCCNC(=O)c1ccc(OC)cc1,0,-8,1.1,0,8,nt,2,-26,-0.45
O=C(NCC(c1ccc(F)cc1)N1CCOCC1)c1ccc(Br)o1 (stereo unspecified),3,-14,1,-16,1,-12,2,8,-0.5
O=C(C/C=N/OCc1ccccc1F)c1cnc(-c2ccc(Cl)cc2)s1,nt,-2,nt,16,-48,-2,nt,-6,0.14
COc1cccc(OCc2cc(/C=N/NC(=O)c3ccn[nH]3)ccc2OC)c1,nt,-2,nt,7,-33,-20,nt,-12,1.9
Cc1nc(N)sc1-c1nnc(SCC(=O)Nc2nccs2)n1C,5,-10,1.1,6,-36,5,-1,-27,0.013
CC(C)C(=O)Nc1cccc(C(=O)Nc2ccc3c(c2)OCO3)c1,9,-9,1.1,-13,-6,-19,9,-30,0.28
CCOc1nc(C)ccc1-c1noc(C)n1,6,2,1.2,5,-20,39,6,-38,-0.31
Cc1onc(-c2c(F)cccc2Cl)c1C(=O)NCc1ccco1,-1,-2,1,9,14,nt,nt,-24,-0.51
O=C(Nc1ccc(F)cc1Cl)c1ccc2c(=O)n3c(nc2c1)CCCCC3,-3,-1,1.3,7,-24,34,1,-13,0.81
CC1CCN(CC(=O)N2CCCc3c2c(=O)oc2ccc(OCc4ccccc4)cc32)CC1,7,0,1,13,-9,1,0,-16,2.4
CSc1nc2ccccc2cc1/C=C(\C#N)c1cccc(Cl)c1,nt,-8,nt,-3,-10,10,nt,-26,-0.51
CCOC(=O)c1c(NC(=O)Cn2cnc([N+](=O)[O-])n2)sc2c1CCC(C)C2 (stereo unspecified),nt,1,nt,10,8,2,nt,-2,-0.091
O=C(NCc1cccs1)c1cc(-c2cccc(Cl)c2)on1,5,4,1.6,9,-1,-19,7,-11,-0.12
Cc1ccc2nc(C)cc(NCCO)c2c1,nt,7,1.2,9,10,-9,nt,-10,0.55
C#CC(=O)N(c1cc(OC)ccc1OC)C(C(=O)NC1CCCC1)c1cccs1 (stereo unspecified),nt,3,nt,35,43,9,nt,15,0.03
CC1CC(C)(C)NC(=O)O1 (stereo unspecified),2,-5,1,1,-22,-12,9,-28,-0.019
CCCc1nnc(NC(=O)NCCN2C(=O)C3C4C=CC(C4)C3C2=O)s1 (stereo unspecified),5,-1,1.1,8,-49,-1,14,-16,0.03
CCc1ccccc1NC(=O)c1cc(C2CC2)on1,-14,4,1.2,4,-2,-14,11,2,0.37
CCOC(=O)CC(=O)CSc1nc2cc(C)ccc2cc1C,-6,-2,1.3,15,-21,-24,2,-8,-0.74
CCOC(=O)C1CCN(C(=O)c2sc3ncnc(N4CCC(C)CC4)c3c2C)CC1,0,2,1,3,nt,-13,6,-16,2.5*

# Just IL1B cytotox (two entries from above):
SMILES | IL1B cytotox
O=C(c1cc(-c2ccccc2)nc2ccccc12)N1CCN(c2ccccn2)CC1 | 1
CC1=CC(C)(C)N(C(=O)CSc2nncn2C)c2ccccc21 | -21

# Back to the main list with the 3 entries that preceded the break.
SMILES,Smad3 inh,PTPN22 inh 2,MT1-MMP txn act,VCAM1 TNFa inh,IL1B cytotox,F-actin modifier,Calb biofilm kill,TNFa cytotox,DAT uptake mod
CCc1ccccc1NC(=O)c1cc(C2CC2)on1,-14,4,1.2,4,-2,-14,11,2,0.37
CCOC(=O)CC(=O)CSc1nc2cc(C)ccc2cc1C,-6,-2,1.3,15,-21,-24,2,-8,-0.74
CCOC(=O)C1CCN(C(=O)c2sc3ncnc(N4CCC(C)CC4)c3c2C)CC1,0,2,1,3,nt,-13,6,-16,2.5*
O=C(COc1ccc(S(=O)(=O)N2CCCC2)cc1)NCc1ccco1,-5,-7,1.3,-4,-7,-15,1,13,1.5
CC1=C(C(=O)Nc2ccc(F)cc2)C(c2ccncc2)C2=C(CCCC2=O)N1 (stereo unspecified),2,-2,1.1,2,0,14,-3,-18,0.98
O=C(CN1CCOCC1)NCCNC(=O)CN1CCOCC1,3,8,1,-6,-21,9,-2,-10,-0.29
CCOC(=O)C1CCN(C(=O)CCS(=O)(=O)c2ccc3c(c2)CCN3C(C)=O)CC1,7,6,1,5,-13,nt,3,-9,-0.095
Cc1ccc(S(=O)(=O)N[C@H](C(=O)Oc2ccc3c(C(F)(F)F)cc(=O)oc3c2)c2ccccc2)cc1,nt,15,nt,-7,-8,-26,nt,6,0.095
COc1ccc2[nH]c(C)c(CCN3C(=O)C4CC=CCC4C3=O)c2c1 (stereo unspecified),12,2,1.1,3,-3,6,13,-19,0.57
C#CC(=O)N(c1ccc(OC)c(OC)c1)C(C(=O)NC1CCCC1)c1cccs1 (stereo unspecified),nt,-3,nt,22,8,0,nt,1,0.72
O=C(CN1C(=O)c2ccccc2C1=O)NCC(=O)OCC(=O)c1ccc(Br)cc1,nt,1,nt,15,-51,21,nt,20,nt
Nc1cc2c(cc1C(=O)c1ccccc1)OCCO2,-6,0,1.1,21,8,4,8,9,-0.48
CC(C)n1c(SCc2ccccc2F)nc2c1c(=O)n(C)c(=O)n2C,13,nt,1,nt,nt,nt,7,nt,0.11
CCCc1nnc(N2C(=O)c3cccc4cccc(c34)C2=O)s1,-3,0,1.2,7,16,-2,-3,0,-1.5
COc1ccc(-n2c(SCC#N)nnc2-c2ccc(NS(=O)(=O)c3ccc(C)cc3)cc2)cc1,1,nt,1.3,nt,nt,nt,5,nt,0.48
O=Cc1ccc2noc(-c3ccc(Cl)cc3)c2c1,5,0,nt,-1,-9,-10,5,28,1.6
Cc1cccc2nc(CSc3nnc4ccccn34)cn12,8,-8,1.4,-20,-119,7,3,-13,-0.47
O=C1CCCC2=C1C(c1cccs1)n1nc(SCc3ccccc3F)nc1N2 (stereo unspecified),-1,7,1.1,-2,-3,-2,7,-14,2.8*
Cc1oc(-c2cccs2)nc1CS(=O)CC(=O)NCCCOC(C)C (stereo unspecified),0,6,1.1,-1,37,-15,7,2,0.7
COc1ccc(N(CCC#N)S(=O)(=O)c2ccc(Cl)cc2)cc1,-14,6,1.3,-3,-5,nt,3,15,-1.1
CCOC(=O)CNC(=O)C1c2cc(OC)c(OC)cc2C(=O)N(C)C1c1ccccc1F (stereo unspecified),3,nt,1,nt,nt,nt,-4,nt,-0.26
CCOC(=O)N1CCN(C(=O)CSCC(=O)Nc2nc(-c3ccc(Cl)s3)cs2)CC1,-22,6,1.2,7,13,15,-1,3,-2.1
COc1ccc(C(=O)N(CCN2CCOCC2)CC(=O)NC2CCCC2)cc1OC,4,-6,1.1,23,-28,-24,8,11,0.094
CCCC1CC(=O)OC1(C)C(=O)CSc1n[nH]c(-c2ccccc2)n1 (stereo unspecified),-3,9,nt,2,-32,-5,7,1,1.6
Cc1ccc(C)n1-c1sc2c(c1C#N)CCCC2,1,-8,0.9,-10,12,1,6,nt,1.5
Cc1ccc2c(c1)NC(=O)C(CC(=O)NCCCN1CCCC1)O2 (stereo unspecified),-8,-3,1.2,15,8,1,14,-35,-0.0025
CCC(C)C(=O)N1CCCC(c2nc(-c3cccs3)no2)C1 (stereo unspecified),7,1,nt,17,-54,10,12,-26,-0.42
CCOc1ccccc1NC(=O)N1CCCC(c2nc3c(nnn3Cc3ccc(C)cc3)c(=O)[nH]2)C1 (stereo unspecified),5,-8,1.1,10,20,16,7,12,-0.57
# Other results:
SMILES,Smad3 inh,PTPN22 inh 2,MT1-MMP txn act,VCAM1 TNFa inh,IL1B cytotox,F-actin modifier,Calb biofilm kill,TNFa cytotox,DAT uptake mod
O=C1C(Cl)=C(NCC2CCCO2)C(=O)N1C1CCCCC1 (stereo unspecified),1,8,1.2,-14,-30,-14,4,-18,-0.098
O=C(CCCn1c(=O)[nH]c2ccccc2c1=O)NC1CCCCCC1,4,-6,1.2,4,-17,16,3,-22,0.87
Cc1ccc(S(=O)(=O)c2nc(Nc3nccs3)sc2Cl)cc1,-9,-2,1,-2,4,nt,-4,-32,0.022
CC(C)c1nc(-c2ccccc2)c(-c2ccccc2)[nH]1,-3,6,nt,10,6,-9,4,-11,-0.34
Cc1cc(-c2[nH]nc3c2C(c2cccc(O)c2)C(C#N)=C(N)O3)c(C)s1 (stereo unspecified),-5,1,1.2,30,19,6,4,-5,0.76
C=C(C)C1CC=C(C)/C(=N/NC(=O)COc2cccc3ccccc23)C1 (stereo unspecified),2,8,1.1,-10,15,-1,-1,4,-1.4
CCCC(=O)c1c[nH]c(C(=O)NCCCN2CCOCC2)c1,nt,-4,nt,-15,-21,6,nt,-14,0.029
CSc1nnc2n(-c3ccc(C)cc3)c(=O)c3c4c(sc3n12)COC(C(C)C)C4 (stereo unspecified),-62[fluorescence artefact?],nt,1,nt,nt,nt,9,nt,-0.14
COc1ccc(Nc2nc(N)nc(CSc3nnc(N)s3)n2)cc1,1,-2,1.5,7,-9,-19,5,nt,1.1
CCN1CCN(C(=O)C(NS(=O)(=O)c2ccc3nc(C)sc3c2)C(C)C)CC1 (stereo unspecified),-2,7,1,4,1,1,5,-21,-0.76
FC(F)(F)c1cnc(-c2cnc3c(-c4ccc(Cl)cc4)cnn3c2)c(Cl)c1,nt,-7,nt,8,-22,-32,nt,-15,nt
Cc1cc(C(=O)N/N=C/c2cc(Br)ccc2OC(=O)c2ccccc2)n[nH]1,nt,11,nt,4,-8,-5,nt,-10,nt
O=C(c1cccnc1)N1CCc2ccccc21,-2,-8,1.3,27,25,-17,5,-26,-0.56
Cc1ccc2cc(C)c3nnc(SCC(=O)NCc4ccco4)n3c2c1,12,0,1.1,-22,-24,6,4,10,-0.75
Cc1c(Br)cc(C(=O)NC2CCCCC2)c(C)c1C,-8,-5,1.1,-6,22,15,-1,-7,-1.7
CC(C)N1C(=O)C2C(c3ccccc3O)NC(C)(C(=O)O)C2C1=O (stereo unspecified),6,-4,nt,18,12,-6,0,5,0.062
Cc1ccc(C)n1/N=C1/NC(=O)CS1,-1,-4,1.1,32,-5,19,5,-13,-3.1*
Nc1ncn(C23CC4CC(CC(C4)C2)C3)n1,-3,-2,nt,-5,19,-22,-4,33,-0.38
N#CC(C(=O)Nc1cccc(Cl)c1)=C1Nc2ccccc2N1,0,-7,nt,-19,10,-2,3,-19,-0.71
COc1ccccc1OCC(=O)c1[nH]c(C)c(C(C)=O)c1C,12,3,1,14,1,-14,4,74,1.2
CCCCn1c(=O)[nH]c(=O)c2c1nc(-c1ccsc1)n2Cc1ccccc1,11,-2,1.2,-7,14,14,0,-7,0.81
COCCNCC(=O)NC12CC3CC(CC(C3)C1)C2,7,7,1,-5,6,-17,3,-14,0.44
O=c1[nH]n2c(=O)c3c([nH]c2c1N=Nc1cccc(Cl)c1)CCCC3,4,8,1.2,-16,-6,0,7,18,0.11
COc1ccc2[nH]c(=O)c(CN(CCCN(C)C)C(=O)Nc3ccccc3)cc2c1,-7,-3,1.3,20,20,-7,2,13,-0.13
O=C(CSc1nnnn1C1CCCC1)Nc1ccc(F)cc1,9,6,1.3,7,9,2,3,2,-0.24

# A portion of the library (hit frequency here may not be typical).
